Screening data (PubChem BioAssay)
hIAP block: blocks human intestinal alkaline phosphatase; P09923; purified IAP, CDP-Star luminescence, 30 min; inhibition, % at 10 µM; 330,000 tested, 0.12% active;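 active = inhibition reaching a set limit with compound at 10 µM in the primary screen, cut at about 35% in these data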;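 also: plate controls were DMSO wells with enzyme for no effect and no-enzyme buffer wells for full effect; values of inactives mirror those of a sister screen read the other way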
Target sequence (P09923 whole entry, looked up): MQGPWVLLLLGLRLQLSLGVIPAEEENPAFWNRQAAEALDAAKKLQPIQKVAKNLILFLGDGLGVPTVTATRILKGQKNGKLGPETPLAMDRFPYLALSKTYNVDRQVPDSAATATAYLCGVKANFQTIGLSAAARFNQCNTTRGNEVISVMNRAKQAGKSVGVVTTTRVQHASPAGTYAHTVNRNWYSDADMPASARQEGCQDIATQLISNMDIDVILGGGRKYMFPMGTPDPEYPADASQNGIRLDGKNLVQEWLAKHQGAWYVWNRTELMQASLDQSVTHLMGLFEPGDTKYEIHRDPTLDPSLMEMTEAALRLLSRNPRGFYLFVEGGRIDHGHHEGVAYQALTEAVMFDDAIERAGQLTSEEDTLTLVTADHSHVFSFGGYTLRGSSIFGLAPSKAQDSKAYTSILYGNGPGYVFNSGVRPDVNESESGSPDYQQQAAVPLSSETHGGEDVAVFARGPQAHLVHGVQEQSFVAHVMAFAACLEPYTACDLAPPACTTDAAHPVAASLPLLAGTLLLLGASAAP
APOBEC3A inh: blocks human APOBEC3A ssDNA deamination; P31941; recombinant A3A, FAM/TAMRA ssDNA deamination fluorescence; inhibition, % at 20 µM; 330,000 tested, 0.41% active;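 active = at least 40% inhibition at 20 µM here, with at most 30% in a related deaminase screen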;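 also: plate controls were A3A with DMSO for no effect and wells lacking A3A enzyme for full effect; some results filed as inactive read as strong as hits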
Target sequence (P31941 whole entry, looked up): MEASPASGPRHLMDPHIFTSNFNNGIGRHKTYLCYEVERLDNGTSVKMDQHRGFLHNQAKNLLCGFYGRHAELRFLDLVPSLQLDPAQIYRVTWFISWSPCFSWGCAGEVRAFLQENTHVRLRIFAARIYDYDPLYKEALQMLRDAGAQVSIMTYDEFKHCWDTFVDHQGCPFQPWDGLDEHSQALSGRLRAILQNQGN
mIAP inh: mouse IAP inhibition; purified mouse IAP, CDP-Star luminescence, 30 min; inhibition, % at 10 µM; 330,000 tested, 0.2% active; AID 2806;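 active = inhibition of at least 40% at 10 µM in the primary screen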;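 also: plate controls were DMSO with enzyme for no effect and no enzyme wells for full effect; values of inactives mirror those of a sister screen read the other way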
mIAP activ: increases mouse intestinal alkaline phosphatase activity; muIAP, CDP-Star luminescence, 30 min; hits give high values; 1 = vehicle-only enzyme signal, 0 = enzyme-free wells; 330,000 tested, 0.24% active; activation factor at 10 µM;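 active = activation factor of at least 2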; also: the source names both 10 and 20 µM as test concentration; values of inactives mirror those of a sister screen read the other way
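Assay system: mouse IAP enzyme; reagent: chemiluminescent substrate CDP-Star; dosing: test compounds delivered from DMSO solution; schedule: 30 min at room temperature; measured by: luminescence from enzymatic CDP-Star hydrolysis; controls: DMSO-only wells and no-enzyme negative control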
HKDC1 inh: blocks human hexokinase HKDC1 activity; Q2TB90; recombinant HKDC1, G6PDH/diaphorase resazurin coupled fluorescence; inhibition, % at 20 µM; 340,000 tested, 0.16% active; AID 493160;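 active = inhibition above about 35% when tested at 20 µM, limit read from the data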;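 also: plate controls were DMSO wells with enzyme for no effect and DMSO wells lacking enzyme for full effect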
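Assay system: recombinant HKDC1 hexokinase; detection: coupled resazurin fluorescence, excitation 525 nm, emission 613 nm; benchmarks: DMSO-plus-enzyme-mix negative control, buffer-substituted positive control; compound dosing: single 20 µM dose; schedule: 90 min at room temperature in dark; also added: glucose plus 1 mM ATP as hexokinase substrates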
hIAP activ: increases human intestinal alkaline phosphatase activity | AID 2524 | 330,000 tested, 0.16% active | activation factor at 10 µM | purified human IAP, CDP-Star luminescence, 30 min; hits give high values; 1 = vehicle-only enzyme, 0 = enzyme-free background;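 active = activation factor of the enzyme at least 2-fold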; also: the source names both 10 and 20 µM as test concentration; values of inactives mirror those of a sister screen read the other way
PfGluPho inh: PfG6PD (Plasmodium falciparum) enzyme inhibition | PfGluPho enzyme, NADPH resazurin-diaphorase fluorescence | inhibition, % at 20 µM | 350,000 tested, 0.78% active | AID 504690;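 active = inhibition reaching at least a set limit at 20 µM in the primary screen, cut at about 59% in these data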;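 also: 0% = DMSO wells with substrate and 100% = DMSO wells lacking glucose-6-phosphate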
ATG4B inhibitor: blocks human ATG4B protease cleavage of LC3 substrate; Q9Y4P1; ATG4B cleavage of LC3-PLA2, NBD-HPC fluorescence, 1 h; inhibition, % at 8.33 µM; 340,000 tested, 0.51% active; AID 504462; in the data active = inhibition above about 40%
An asterisk follows results filed as active; / = not tested or not shown.

Field names: A = hIAP block; B = APOBEC3A inh; C = mIAP inh; D = mIAP activ; E = HKDC1 inh; F = hIAP activ; G = PfGluPho inh; H = ATG4B inhibitor
canonical_smiles: CC(=O)c1ccc(N2CCN(S(=O)(=O)c3ccc4c(c3)CC(=O)N4C)CC2)cc1
  A: 0; B: 4; C: 5; D: 0.95; E: -1; F: 1; G: -6; H: -7

canonical_smiles: O=C(O)CSC1c2ccccc2C(=O)N1Cc1ccccc1 (stereo not given)
  A: -6; B: 6; C: 1; D: 0.99; E: -6; F: 1.1; G: -25; H: -12

canonical_smiles: Cc1ccc(C(=O)Nc2ccc3c(c2)OCO3)cc1NC(=O)c1ccco1
  A: 14; B: 0; C: 8; D: 0.93; E: 9; F: 0.86; G: 29; H: -6

canonical_smiles: Cc1ccccc1OC(=O)Cn1c(C(F)(F)F)nc2ccccc21
  A: -3; B: -1; C: 5; D: 0.95; E: -3; F: 1; G: -12; H: -2

canonical_smiles: O=C(CN(CC1CCCO1)S(=O)(=O)c1ccc(S(=O)(=O)NC2CC2)cc1)Nc1ccccc1 (stereo not given)
  A: -53; B: -2; C: -10; D: 1.1; E: -5; F: 1.5; G: 7; H: -12

canonical_smiles: CC1Oc2ccccc2C=C1/C=N/NC(=O)c1ccncc1 (stereo not given)
  A: 11; B: -1; C: 1; D: 0.99; E: 1; F: 0.89; G: 0; H: -3

canonical_smiles: C[C@]12C(=O)N(c3ccc(C(F)(F)F)cc3)C(=O)N1[C@@H]1c3ccccc3OC[C@@H]1[C@H]2c1ccccc1
  A: 7; B: -2; C: 2; D: 0.98; E: -1; F: 0.93; G: 17; H: -6

canonical_smiles: COc1ccc(Br)cc1CN(C)CC(=O)Nc1cccc(S(N)(=O)=O)c1
  A: -10; B: 0; C: 4; D: 0.96; E: -5; F: 1.1; G: 25; H: -16

canonical_smiles: CN(C)CCNc1oc(COc2ccc(-c3ccccc3)cc2)nc1C#N
  A: 3; B: -3; C: 0; D: 1; E: 4; F: 0.97; G: -6; H: 11

canonical_smiles: CCN(CC(=O)Nc1c(F)cccc1F)C(=O)Cn1[nH]c(=O)c2ccccc2c1=O
  A: -12; B: 2; C: -10; D: 1.1; E: -3; F: 1.1; G: 11; H: -13

canonical_smiles: Cc1ccc(S(=O)(=O)N=S(CCO)CCO)cc1
  A: -5; B: -1; C: -10; D: 1.1; E: -4; F: 1; G: -18; H: -5

canonical_smiles: Cc1ccc(CCNC(=O)C2CCN(S(=O)(=O)c3c(C)nn(C)c3C)CC2)cc1
  A: 18; B: -4; C: -11; D: 1.1; E: -1; F: 0.82; G: 4; H: -2

canonical_smiles: COc1ccc(/C=C2\CCCC(C(=O)C(F)(F)F)=C2O)cc1OC
  A: -22; B: -1; C: -1; D: 1; E: /; F: 1.2; G: /; H: /

canonical_smiles: COc1ccc(CN2CCn3nc(C(=O)NC4CC4)cc3C2=O)cc1
  A: 7; B: 1; C: -5; D: 1.1; E: -1; F: 0.93; G: 15; H: -4

canonical_smiles: Cc1cc(C)n2nc(C(=O)OCC(=O)N(C)C3CCCCC3)nc2n1
  A: 3; B: 2; C: -2; D: 1; E: -2; F: 0.97; G: -2; H: 4

canonical_smiles: Cc1cc(C)c2nc(-n3nc(C)cc3N)cc(C)c2c1
  A: 13; B: -1; C: 1; D: 0.99; E: -4; F: 0.87; G: 26; H: -17

canonical_smiles: CCN(CC)C(=S)NC(=O)c1ccc(F)cc1
  A: 3; B: -5; C: 10; D: 0.9; E: 4; F: 0.97; G: -10; H: 1

canonical_smiles: c1ccc2c(c1)nc(N1CCCCC1)c1ccccc12
  A: 12; B: -2; C: -4; D: 1; E: 2; F: 0.88; G: 7; H: 1

canonical_smiles: Cc1ccccc1C1NC(=O)c2ccccc2O1 (stereo not given)
  A: -6; B: -2; C: 2; D: 0.98; E: -1; F: 1.1; G: -28; H: 4

canonical_smiles: Cc1ccccc1NC(=O)CCCn1nc(C)c2c(C)n(-c3ccccc3)nc2c1=O
  A: -12; B: -5; C: 5; D: 0.95; E: 0; F: 1.1; G: 2; H: -5

Compound profiles (already shown).
Cc1cc(C)n2nc(C(=O)OCC(=O)N(C)C3CCCCC3)nc2n1 as listed: hIAP block: 3; APOBEC3A inh: 2; mIAP inh: -2; mIAP activ: 1; HKDC1 inh: -2; hIAP activ: 0.97; PfGluPho inh: -2; ATG4B inhibitor: 4
Cc1ccccc1C1NC(=O)c2ccccc2O1 (stereo not given) as listed: hIAP block: -6; APOBEC3A inh: -2; mIAP inh: 2; mIAP activ: 0.98; HKDC1 inh: -1; hIAP activ: 1.1; PfGluPho inh: -28; ATG4B inhibitor: 4

Other structures follow.
Field names: A = hIAP block; B = APOBEC3A inh; C = mIAP inh; D = mIAP activ; E = HKDC1 inh; F = hIAP activ; G = PfGluPho inh; H = ATG4B inhibitor
canonical_smiles: COc1ccc(/C=N/NC(=O)C2C(=O)NCC2c2ccccc2)c(OC)c1 (stereo not given)
  A: 8; B: -7; C: -4; D: 1; E: 4; F: 0.92; G: -18; H: -2

canonical_smiles: CCCOC(=O)C1=C(C)NC(=O)NC1c1ccc(Br)s1 (stereo not given)
  A: 10; B: 3; C: -6; D: 1.1; E: 11; F: 0.9; G: 2; H: 3

canonical_smiles: CC(SC1=NCCS1)C(=O)Nc1nnc(-c2ccc(Cl)cc2)s1 (stereo not given)
  A: -10; B: 0; C: 13; D: 0.87; E: -9; F: 1.1; G: -14; H: -2

canonical_smiles: COCCN(C(=O)CSc1nnc(Nc2ccccc2F)s1)c1c(N)n(Cc2ccccc2)c(=O)[nH]c1=O
  A: -14; B: -1; C: -26; D: 1.3; E: -1; F: 1.1; G: -5; H: -12

canonical_smiles: Cn1nnc2sc3c(c2c1=O)CCCC3
  A: 20; B: 0; C: -6; D: 1.1; E: -5; F: 0.8; G: 12; H: -3

canonical_smiles: Cn1c(=O)c2c(SCc3ccccn3)nc(C3CC3)nc2n(C)c1=O
  A: 14; B: -3; C: -4; D: 1; E: -1; F: 0.86; G: 2; H: -4

canonical_smiles: Cc1ccnc(NS(=O)(=O)c2ccc(NC(=O)C34CC5CC(C)(CC(C)(C5)C3)C4)cc2)n1
  A: -2; B: 5; C: 15; D: 0.85; E: -1; F: 1; G: 0; H: 0

canonical_smiles: Cc1cc2ccccn2c1C(=O)c1nc(NCc2ccco2)ncc1Cl
  A: -2; B: -2; C: 6; D: 0.94; E: -3; F: 1; G: 4; H: 22

canonical_smiles: Cc1cnc(NC(=O)CN2CCN(c3ccccc3F)CC2)s1
  A: -18; B: -3; C: -5; D: 1; E: -5; F: 1.2; G: 14; H: -2

canonical_smiles: COc1ccc(-c2cc(C)no2)cc1S(=O)(=O)NCC(C)c1ccccc1 (stereo not given)
  A: -4; B: 1; C: -3; D: 1; E: 1; F: 1; G: -2; H: -15

canonical_smiles: Cn1c(=O)c(C(=O)NNC(=O)c2ccc(Br)cc2)c(O)c2ccccc21
  A: -47; B: -3; C: 12; D: 0.88; E: -4; F: 1.5; G: -24; H: 10

canonical_smiles: CCOc1ccc(C(C)NC(=O)CN2C(=O)NC3(CCCCC3)C2=O)cc1OCC (stereo not given)
  A: 2; B: 0; C: -4; D: 1; E: 0; F: 0.98; G: 7; H: -1

canonical_smiles: N#Cc1nc(COc2ccccc2)oc1N1CCC(Cc2ccccc2)CC1
  A: 7; B: 1; C: -9; D: 1.1; E: 1; F: 0.93; G: -5; H: -3

canonical_smiles: CCc1ccccc1NC(=S)N1N=CCC1c1ccccc1 (stereo not given)
  A: 16; B: 0; C: 8; D: 0.92; E: -12; F: 0.84; G: 16; H: -8

canonical_smiles: Cc1ccc(C(C)C)c(OCCN2CCc3ccccc3C2)c1
  A: -25; B: -1; C: -3; D: 1; E: -7; F: 1.2; G: 10; H: 1

canonical_smiles: C=CCc1ccc(OCc2ccc(C(=O)Nc3ccc(NC(C)=O)cc3)o2)c(OC)c1
  A: -16; B: -1; C: 1; D: 0.99; E: -2; F: 1.2; G: 10; H: -5

canonical_smiles: Cc1cc(C)c(NC(=O)COC(=O)COc2ccc3c(C)cc(=O)oc3c2)c(Cl)c1
  A: 7; B: -2; C: 6; D: 0.94; E: -3; F: 0.93; G: -5; H: 2

canonical_smiles: CCOC(=O)Cc1nnc2c(Nc3ccccc3F)nc3nonc3n12
  A: -16; B: -2; C: 12; D: 0.88; E: -7; F: 1.2; G: 0; H: 5

canonical_smiles: CC(C)=CC(=O)Nc1cccc(S(=O)(=O)NC2=NCCCCC2)c1
  A: 8; B: -5; C: 8; D: 0.92; E: 0; F: 0.92; G: 1; H: -4

canonical_smiles: O=c1c(-c2ccccc2)coc2c(CN3CCCCC3)c(O)ccc12
  A: -20; B: -6; C: 1; D: 0.99; E: -2; F: 1.2; G: -12; H: -2

canonical_smiles: Nc1ccccc1C(=O)N=Nc1[nH]c(N)c2ccccc12
  A: -13; B: -2; C: 24; D: 0.76; E: -6; F: 1.1; G: 4; H: -3

canonical_smiles: Cc1cc(Nc2ccccc2C(=O)O)n(-c2ccc([N+](=O)[O-])cc2)n1
  A: -49; B: 0; C: 0; D: 1; E: 1; F: 1.5; G: -22; H: 0

canonical_smiles: Cc1nc2ccccc2c(=O)n1NC(=O)c1cncc(Br)c1
  A: 7; B: 1; C: -2; D: 1; E: -5; F: 0.93; G: -5; H: -8

canonical_smiles: Cc1cc(C(=O)Nc2ccc3ccccc3c2)oc1C
  A: 18; B: -3; C: 7; D: 0.93; E: 9; F: 0.82; G: 36; H: -3

canonical_smiles: Cc1ccc(N2C(=O)CC(Sc3ccccc3C(=O)O)C2=O)cc1 (stereo not given)
  A: -3; B: 3; C: 5; D: 0.95; E: -10; F: 1; G: -10; H: 2

canonical_smiles: CC(OC(=O)C1CC(=O)N(Cc2ccccc2)C1)C(=O)Nc1cccc(C#N)c1 (stereo not given)
  A: 14; B: 9; C: -9; D: 1.1; E: 6; F: 0.86; G: -11; H: 1

canonical_smiles: C=CCn1c(NC)cc(=O)n(C)c1=O
  A: 16; B: -5; C: -3; D: 1; E: -1; F: 0.84; G: -1; H: -15

canonical_smiles: Cc1nc(C(F)(F)F)c(C(=O)NC(=O)Nc2ccc(OC(F)(F)F)cc2)s1
  A: -9; B: 2; C: 0; D: 0.99; E: 6; F: 1.1; G: 15; H: -4

canonical_smiles: COc1cccc(NC(=O)CSc2nnnn2C(C)C)c1
  A: -10; B: 2; C: 21; D: 0.79; E: -1; F: 1.1; G: 17; H: -2

canonical_smiles: COc1cc(CN2CC(=O)N(c3ccccc3Cl)C2=S)cc(OC)c1OC
  A: -8; B: 17; C: -1; D: 1; E: -5; F: 1.1; G: -6; H: -5

canonical_smiles: CCOc1cccc2cc(C(=O)Oc3ccc(OC)cc3)c(=O)oc12
  A: 19; B: 0; C: 9; D: 0.91; E: 4; F: 0.81; G: 9; H: -8

Individual results from above:
HKDC1 inh result of CCOC(=O)Cc1nnc2c(Nc3ccccc3F)nc3nonc3n12 reads -7
mIAP activ result of Cc1cc(C(=O)Nc2ccc3ccccc3c2)oc1C reads 0.93
HKDC1 inh result of Cc1ccccc1NC(=O)CCCn1nc(C)c2c(C)n(-c3ccccc3)nc2c1=O reads 0
mIAP activ result of CCCOC(=O)C1=C(C)NC(=O)NC1c1ccc(Br)s1 (stereo not given) reads 1.1
mIAP activ result of Cc1cc(C)c(NC(=O)COC(=O)COc2ccc3c(C)cc(=O)oc3c2)c(Cl)c1 reads 0.94
